Compound activity deposited in PubChem by Fisher Drug Discovery Resource Center.
mcGAS lum: inhibitors of mouse cGAS; recombinant cGAS, Kinase-Glo ATP depletion luminescence; inhibition, % at 12.5 µM; hit rate 0.15% among 160,000; AID 1259399;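 note: 0% = negative control wells and 100% = reference inhibitor with no enzyme activity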
NPYLR7 agonist: activates Aedes aegypti NPYLR7 receptor. activation, % at 10 µM. HEK293T NPYLR7/Galpha15, GCaMP6s calcium fluorescence. hit rate 0.15% among 270,000; in the data active = activation above about 40%;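 note: 0% = vehicle and 100% = reference agonist at the receptor; some compounds past the cut are filed as inactive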
hcGAS lum: blocks human cGAS activity | recombinant h-cGAS, ATP depletion, Kinase-Glo luminescence | inhibition, % at 12.5 µM | hit rate 0.081% among 290,000 | AID 1259398;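 note: 0% = vehicle reaction and 100% = reaction without DNA for no activity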
Target sequence (Q8N884 whole entry, looked up): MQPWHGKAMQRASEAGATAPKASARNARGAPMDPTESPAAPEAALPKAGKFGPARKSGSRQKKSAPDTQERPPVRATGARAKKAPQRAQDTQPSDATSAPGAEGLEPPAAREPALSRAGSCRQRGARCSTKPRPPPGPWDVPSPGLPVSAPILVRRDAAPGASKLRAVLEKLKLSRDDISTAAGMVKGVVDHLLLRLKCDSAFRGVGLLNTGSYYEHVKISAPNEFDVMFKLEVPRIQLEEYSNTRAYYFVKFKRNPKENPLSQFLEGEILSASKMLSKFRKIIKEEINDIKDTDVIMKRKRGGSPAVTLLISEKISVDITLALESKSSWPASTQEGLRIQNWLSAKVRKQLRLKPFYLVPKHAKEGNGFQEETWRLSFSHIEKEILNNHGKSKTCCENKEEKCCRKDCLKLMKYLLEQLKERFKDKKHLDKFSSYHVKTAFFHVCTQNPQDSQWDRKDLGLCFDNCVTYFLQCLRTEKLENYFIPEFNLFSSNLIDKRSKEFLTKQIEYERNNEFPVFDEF
* hit, by the source's call; . = not tested or not shown; & = joins results of further samples. Cut-off read from the data, not from the text of the source, unless noted: active = inhibition above about 40%; inactive = the rest.

Fields – mcGAS lum, NPYLR7 agonist, hcGAS lum
1. COC(=O)c1ccc(CC2(C)C(=O)Nc3c(Cl)ccc(Cl)c32)o1 (stereo unspecified)
  -3, 0, 0
2. COc1ccc(/C=C/C(=O)Nc2ccc(Nc3cc(-n4cccn4)ncn3)cc2)cc1OC
  -7, -7, -5
3. CCOC(=O)c1cnc(-c2ccc(OC)c(OC)c2)nc1N(CC)CC
  1, -3, 3
4. CCOC(=O)c1nn(CCC(C)C)c2c1CN(C(=O)CCc1cccs1)CC2
  -1, 11, 6
5. O=C(Nc1ccc(F)cc1F)N1CCCCC1CN1CCOCC1 (stereo unspecified)
  ., 5, 3
6. C=CCn1c(SCC(=O)Nc2ccc(OC)cc2)nc2scc(-c3ccco3)c2c1=O
  -5, -3, -4
7. CC(=O)Nc1ccc(CNC(=O)c2cccc(C)c2)cc1
  ., -1, -5
8. CC(C)c1nc2cc(C(=O)N3CCC(c4nc5ccc(F)cc5[nH]4)CC3)ccc2o1
  -12, 9, -9
9. O=C(Nc1ccc(F)cc1)C(=O)N1CCC(N2CCCC2=O)CC1
  -14, 6, -5
10. COc1ccc(CCNC(=O)c2cccnc2N2CCN(C(=O)c3ccccn3)CC2)cc1OC
  1, 4, 3
11. COCCn1cc(C(=O)NCCc2ccccc2)c2nn(-c3ccccc3)c(=O)c-2c1
  -7, 4, -5
12. O=C(Cc1cscn1)N1CCc2c([nH]c3ccccc23)C1c1ccccc1F (stereo unspecified)
  -5, -2, -1
13. CC(C)(C)c1ccc(-c2n[nH]c(=S)o2)cc1
  ., 1, -7
14. CC(=O)N(Cc1csc(COc2cccc(C)c2)n1)C(C)C
  -5, 5, -6
15. COc1cccc(COC(=O)c2ccccc2N(C)C(=O)C2CC2)c1
  ., 2, -8

Given with tabs: entries from further up
cpd	smiles	mcGAS lum	NPYLR7 agonist	hcGAS lum
1	COC(=O)c1ccc(CC2(C)C(=O)Nc3c(Cl)ccc(Cl)c32)o1 (stereo unspecified)	-3	0	0
13	CC(C)(C)c1ccc(-c2n[nH]c(=S)o2)cc1	.	1	-7
10	COc1ccc(CCNC(=O)c2cccnc2N2CCN(C(=O)c3ccccn3)CC2)cc1OC	1	4	3

Compounds above that contain a thiophene ring, fused or not (2):
Fields – mcGAS lum, NPYLR7 agonist, hcGAS lum
4. CCOC(=O)c1nn(CCC(C)C)c2c1CN(C(=O)CCc1cccs1)CC2
  -1, 11, 6
6. C=CCn1c(SCC(=O)Nc2ccc(OC)cc2)nc2scc(-c3ccco3)c2c1=O
  -5, -3, -4

Continuation:
Fields – mcGAS lum, NPYLR7 agonist, hcGAS lum
16. CC(=O)C1=C(c2ccccc2)N(C(C)=O)n2c(nnc2C2CCCCC2)S1
  ., 4, -13
17. COc1cn(CC(=O)Nc2cc(C)cc(C)c2)c(CSc2ncccn2)cc1=O
  -8, -7, -11
18. C/C=C/C=C/C(=O)N[C@@H]1CCCC[C@H]1N1CCOCC1
  0, -15, 2
19. COc1cccc(-c2cnc(-c3ccc(CNC(=O)c4c(C(C)C)cc(C(C)C)cc4C(C)C)cc3)[nH]2)c1
  3, 7, 4
20. CCN(CC)CCCC(C)NC(=O)c1cc(-c2ccc(OC)cc2OC)nn1-c1ccc([N+](=O)[O-])cc1 (stereo unspecified)
  -5, -3, -15
21. O=C(CCl)N1CCN(S(=O)(=O)c2ccc(F)cc2)CC1
  ., -2, 0
22. Cc1ncc(C(=O)N2C[C@@H]3[C@H](C2)[C@H]2CC[C@@H]3O2)c(-c2ccccc2)n1
  -11, 8, -3
23. Cc1cccc(-n2nc(C)c(C(=O)NCc3cccnc3)c2C)c1
  -3, 1, -4
24. O=C(Nc1cccc(Cl)c1)N(CCCN1CCOCC1)Cc1cccc2ccccc12
  ., 1, 0
25. Cc1nnc2ccc(SCC(=O)NC(c3ccccc3)c3ccc(Cl)cc3)nn12 (stereo unspecified)
  -11, 17, -7
26. COc1ccc(-c2nc3ccc(C)cn3c2NC(C)(C)C)cc1
  -6, -2, -7
27. O=C(c1cc2ccccc2c(=O)o1)N1C[C@H](Oc2ccccn2)[C@H]2C[C@@H]1CC[C@H]2N1CCOCC1
  -6, 20, 0
28. CCC(=O)Cn1c(-c2ccccc2)c(C)sc1=O
  -18, 11, -8
29. O[C@@H]1C[C@H]2CN(Cc3ccc(SC4CCCCC4)o3)C[C@H]2C[C@@H]1O
  ., 0, -3
30. CS(=O)(=O)c1ccc(N2CCCC2)c([N+](=O)[O-])c1
  ., 2, 0
31. COCC(=O)Nc1ccc(N(C)C)c(CN(CC2CCCO2)C(=O)c2cccc(F)c2)c1 (stereo unspecified)
  1, 2, 4
32. Cc1cccc(CS(=O)(=O)NCCn2ccnc2C)c1
  ., 11, -7
33. CN1N=C(C(=O)NCc2ccc3c(c2)CCCN3C)CCC1=O
  ., -11, -7
34. Cc1cccc(OCC(O)CN2C(=O)NC(C)(c3ccc(C(C)C)cc3)C2=O)c1 (stereo unspecified)
  ., 10, -3
35. O=C1OC2(CCCC2)OC(=O)C1C(c1ccccc1)C1C(=O)OC2(CCCC2)OC1=O (stereo unspecified)
  ., 0, 3
36. O=C(c1cc(-c2cccs2)nc2ccccc12)N1CCN(Cc2ccncc2)CC1
  ., 6, -4
37. CN(Cc1ccco1)C(=O)C(C1CCCC1)N1CCN(C(=O)CCc2ccccc2)CC1 (stereo unspecified)
  -4, -3, -4
38. O/N=C1/CCCc2nnc3c(c21)CCCC3
  ., -12, -4
39. CC(=O)Nc1ccc(Nc2cc(OC(C)C)nc(C)n2)cc1
  -6, 7, -8
40. COc1ccc(C2NC(=S)NC3=C2CCCC3=C2SCCS2)cc1 (stereo unspecified)
  -9, 2, -7
41. CCOC(=O)C1=C(C)NC2=C(C(=O)CC(c3ccc(Cl)cc3)C2)C1c1ccc(OC)cc1 (stereo unspecified)
  -2, -2, -1
42. CCn1c(CC2CCN(C(=O)c3[nH]c4ccccc4c3C)CC2)n[nH]c1=O
  -2, ., 7
43. O=C(CSc1ncnc2sc3c(c12)CCC3)NCCN1C(=O)CSC1=O
  ., 2, -5
44. Cc1nc(C(=O)OC2CCOC2=O)nn1-c1ccc(F)cc1 (stereo unspecified)
  ., 7, -6
45. COc1ccc2nc(-c3ccc(C)c(NS(=O)(=O)c4ccc5ccccc5c4)c3)cn2n1
  -8, -12, -4
46. COc1ccc(CC(=O)Nc2cc(C)nn2-c2nc3c(cnn3-c3ccc(F)cc3)c(=O)[nH]2)cc1
  -5, ., -9
47. O=C(Nc1ccc(N2CCOCC2)cc1N1CCOCC1)C1CC(=O)N(c2ccccc2Cl)C1 (stereo unspecified)
  -3, -3, -2
48. COc1cccc(-c2cc(C(=O)NCCCN3CCOCC3)n3nc(C(C)(C)C)cc3n2)c1
  -7, 8, -7
49. COc1ccccc1N1CCN(c2ccc(NC(=O)C(c3ccccc3)c3ccccc3)cc2C(=O)NC(C)c2ccccc2)CC1 (stereo unspecified)
  -3, 1, -4
50. Cc1nnc(SCCCn2c(N3CCCC3)nc3c2c(=O)[nH]c(=O)n3C)s1
  ., 16, -10
51. CC(C)(C)n1ncc2c(=O)n(NC(=O)COc3ccc(Cl)cc3Cl)cnc21
  ., 14, -8
52. COc1ccc(CN(C)C(=O)c2cc3n(n2)CCN(C)C3)c2cccnc12
  ., 5, -2
53. Cc1cccc(C(=O)N2CCC(C(NC(=O)c3cccs3)C(=O)NC3CC3)CC2)c1 (stereo unspecified)
  -4, -7, -1
54. COc1ccc(Oc2coc3c4c(ccc3c2=O)OCN(C2CCS(=O)(=O)C2)C4)cc1 (stereo unspecified)
  -10, -7, -5
55. O=C(CCS(=O)(=O)c1ccccc1)OCc1cc(-c2cc3ccccc3o2)on1
  ., 2, 5
56. CC(C(=O)N(C)C)N(C)Cc1cccn1S(=O)(=O)c1ccccc1 (stereo unspecified)
  ., 1, -4
57. Cc1cccnc1C1=NOC(Cc2ccccc2)C(=O)N1Cc1ccc(F)cc1 (stereo unspecified)
  ., 8, -4
58. CCN(CC)c1onc(-c2ccccc2)c1CN(CC(C)C)C(=O)c1cccs1
  -2, 5, -6
59. Cc1nonc1C(=O)N(CCN1CCCCC1)CC1CCCN(C2CCCC2)C1 (stereo unspecified)
  ., 20&2, -2&-4
60. c1ccc(SCCN2CCN(CCSc3ccccc3)CC2)cc1
  -2, 13, -2
61. COCCOCC(=O)N1CCN(c2ccc(NC(=O)c3ccc(C)cc3)cn2)CC1
  -7, 4, -6
62. COc1ccc(-c2ncc(Cl)cn2)c2ccc(C)nc12
  2, 4, 4
63. c1nc2nc3c(c(N4CCCCCCCC4)n2n1)CCCC3
  -6, 11, -2
64. COC(=O)c1ccc2c(c1)C1CC(C)(O2)N(c2cccc(C)c2)C(=O)N1 (stereo unspecified)
  -6, -2, -7
65. COc1ccc(C(N)CC(=O)N2C[C@H]3CC=CC[C@H]3C2)cc1OC (stereo partly specified)
  -12, 5, -4
66. NC(=O)C1CCN(C(=O)c2cc(=O)c(OCc3ccc(F)cc3)co2)CC1
  ., 2, -11
67. Cc1cc(C)n(C2CCN(Cc3ccc(-c4ccn[nH]4)o3)C2)n1 (stereo unspecified)
  ., 1, -2
68. CC(COc1ccccc1)NCc1nnc(-c2ccccc2)o1 (stereo unspecified)
  -9, 16, 0
69. O=C1NC(=S)NC(=O)C1=Cc1cn(Cc2ccc([N+](=O)[O-])cc2)c2ccccc12
  -2, 9, -1
70. CC(CC#N)N(C)C(=O)Nc1cccc2cccnc12 (stereo unspecified)
  ., -7, 0
71. O=C(NN=Cc1cccc([N+](=O)[O-])c1)c1cc(-c2cccc3ccccc23)n[nH]1
  -6, 1, -5
72. COC(=O)C1=C(C#N)NC(C)=C(C(=O)OC(C)C)C1c1cccc([N+](=O)[O-])c1 (stereo unspecified)
  -8, 9, -4
73. CCOc1ccc(N2CC(c3nc4ccccc4n3CC(C)C)CC2=O)cc1 (stereo unspecified)
  -9, -1, -6
74. Cc1cc(C)n(-c2ccc(C(=O)NCc3ccc4c(c3)OCO4)cc2)n1
  -3, 17, 2
75. Cc1n[nH]c2ncc(C(=O)O)c(=O)n12
  ., -19, 0

Continued.
Fields – mcGAS lum, NPYLR7 agonist, hcGAS lum
76. C=CCN(C)C(=O)c1sc2cc(OC)c(OC)cc2c1Cl
  2, -1, 5
77. CC(C)NC(=O)NC(=O)CSc1nncs1
  -5, -1, -7
78. O=C(COCc1ccccc1)NCCNc1nc(-c2ccc(Cl)cc2)nc2ccccc12
  1, 9, 7
79. O=[N+]([O-])c1c(Nc2cccc(C(F)(F)F)c2)ccc2nonc12
  -7, 0, -4
80. O=C(Cc1csc(N2CCCC2=O)n1)NC1(c2ccc(Cl)cc2)CCOCC1
  ., -2, 6
81. COC(=O)Cc1csc(Nc2ccc(N3CCOCC3)cc2)n1
  ., 0, -1
82. Cc1onc(-c2c(Cl)cccc2Cl)c1C(=O)Nc1sc2c(c1C(N)=O)CCC(C)C2 (stereo unspecified)
  -3, -5, -9
83. Cc1ccccc1C(=O)NC(C(=O)N1CCCC1)C1CCN(C(=O)c2ccc(C(F)(F)F)cc2)CC1 (stereo unspecified)
  -7, 19, -7
84. CCOC(=O)c1c(NC(=O)CCN2CCC(C)CC2)sc2c1CC(C)(C)OC2
  -4, ., -6
85. CC(NC(=O)CN1CN(c2ccccc2)C2(CCN(C(=O)C(C)(C)CCl)CC2)C1=O)c1ccccc1 (stereo unspecified)
  0, 7, -3
86. OC(Cc1ccccc1)CN(Cc1ccc(F)cc1)Cc1ccccc1F (stereo unspecified)
  1, 11, 2
87. O=C(CCC1CCN(Cc2cc3ccccc3s2)CC1)NCc1cccnc1
  ., 13, -8
88. COCCOC(=O)C1=C(C)N(C)C(=S)NC1c1cccc(NC(=O)Cc2ccccc2)c1 (stereo unspecified)
  -9, ., -10
89. CCC(NC(=O)N1CCC2CCC(C1)N2C(C)C)c1nccs1 (stereo unspecified)
  -2, -1, -1
90. CN(CC(=O)Nc1ccc(C#N)cc1)Cc1c(F)cccc1Cl
  ., -10, 2
91. COc1ccc(CCNC(=O)Nc2ccc(N3CCNC(=O)C3)cc2)cc1
  -15, 6, -9
92. Cn1c(SCc2cc(C#N)ccc2F)nnc1-c1ccc(F)cc1
  ., 1, -5
93. O=C(Nc1cccc(C(=O)N2CCC2c2ccccc2)c1)c1ccco1 (stereo unspecified)
  ., 4, -10
94. CCOC(=O)c1c(C)[nH]c(C(=O)Cn2ncc(Cl)c(Cl)c2=O)c1C
  ., -1, 2
95. COc1ccc(C(=O)N(Cc2ccc(F)cc2)C2CC2)cc1S(=O)(=O)NC(C)C
  ., -5, -12
96. FC(F)(F)c1cccc(/C=C(/Cl)c2nc3ccccc3[nH]2)c1
  ., -1, 1
97. O=C(O)c1cccc2nc3c4ccccc4c4ccccc4c3nc12
  -4, -2, -6
98. COc1ccc(OC)c(-c2cccc(-c3ccc(NC(=O)C=C(C)C)cc3)n2)c1
  -6, 6, -2
99. CCO[C@H]1COC[C@@H]1Nc1ncc(C)c(N(C)C)n1
  ., 5&12, -2&-5
100. CC(=O)c1cc(CN2CCC(CO)(Cc3ccccc3Cl)CC2)cs1
  ., 0&9, 1&-2
101. COc1ccc(-c2ccc(=O)n(CCNS(=O)(=O)c3cccnc3)n2)cc1
  -8, 11, -7
102. Cc1nnsc1C(=O)N1CCC(c2n[nH]c(=O)n2Cc2ccccc2)CC1
  ., 7, 0
103. CN(C)C(=O)CCCNC1CCN(c2ccccc2Cl)CC1
  -7, 5, -3
104. N#C/C=C/N1CCC(CCCC2CCN(/C=C/C#N)CC2)CC1
  ., 0, -5
105. Cc1noc(-c2cccc(F)c2)c1C(=O)NCCC1(C)OCCO1
  -4, 15, -3
106. Cc1cnc(CN(C)C(=O)c2n[nH]c3ccccc23)[nH]1
  -13, -1, -4
107. CCOc1ccc(NC(=O)Nc2c(C)nc3ccc(Cl)cn3c2=O)cc1
  -7, 0, -5
108. Cc1ccc(C(=O)N(Cc2nccn2Cc2ccc(F)c(F)c2)C2CCCCC2)cc1
  -10, 19, -9
109. O=C(Nc1ncn[nH]1)c1cc(F)ccc1I
  ., -2, 3
